MEKK3 PB1 HTS: modulators (inhibitors or enhancers) of MEK5 binding to human MEKK3 PB1 domain | Q99759 | bead-based flow cytometry, Alexa488-MEK5 binding to MEKK3; actives lie on both sides; 0 = blocked by unlabeled MEK5, 100 = vehicle | binding response (% of control), % at 10 µM | 290,000 compounds, 1.4% hits | AID 1529;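 active means binding response more than 3 SD above or below the average of its plate-row segment, actives on both sides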;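 further: Alexa488 bead fluorescence after subtracting the streptavidin-only scavenger bead signal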
Target sequence (Q99759 whole entry, looked up, the tested form may be a part): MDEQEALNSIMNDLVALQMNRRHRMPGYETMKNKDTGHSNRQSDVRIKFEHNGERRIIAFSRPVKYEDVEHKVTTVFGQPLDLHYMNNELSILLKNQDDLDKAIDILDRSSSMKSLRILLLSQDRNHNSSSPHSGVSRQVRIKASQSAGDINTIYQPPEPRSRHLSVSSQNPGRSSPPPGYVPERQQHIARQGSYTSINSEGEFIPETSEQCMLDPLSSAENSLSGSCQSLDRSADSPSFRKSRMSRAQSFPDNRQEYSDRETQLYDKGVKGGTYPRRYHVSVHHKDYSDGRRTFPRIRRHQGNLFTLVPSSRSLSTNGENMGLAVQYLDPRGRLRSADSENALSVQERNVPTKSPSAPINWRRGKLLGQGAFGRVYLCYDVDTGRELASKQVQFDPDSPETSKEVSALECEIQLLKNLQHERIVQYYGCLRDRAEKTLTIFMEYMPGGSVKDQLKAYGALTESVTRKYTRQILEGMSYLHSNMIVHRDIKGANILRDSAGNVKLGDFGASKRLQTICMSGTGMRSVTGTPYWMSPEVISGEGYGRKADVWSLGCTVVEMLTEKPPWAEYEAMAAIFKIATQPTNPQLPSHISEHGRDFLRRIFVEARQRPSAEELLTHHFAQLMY
GalR3 antag: human GalR3 antagonism. inhibition, % at 3 µM. HEK293 GalR3-CNG cAMP membrane potential fluorescence; galR3 body fused to GalR1 C-terminus. 360,000 compounds, 0.44% hits. AID 651719;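 active means inhibition above the screen-wide average plus 3 SD, cut at about 13% in these data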;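 further: forskolin and galanin both at EC90 stimulate the cells; cAMP rise reported by CNG channel membrane potential dye signal; 0% = forskolin plus galanin with DMSO and 100% = forskolin alone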
Target sequence (O60755 1-299 limits assumed): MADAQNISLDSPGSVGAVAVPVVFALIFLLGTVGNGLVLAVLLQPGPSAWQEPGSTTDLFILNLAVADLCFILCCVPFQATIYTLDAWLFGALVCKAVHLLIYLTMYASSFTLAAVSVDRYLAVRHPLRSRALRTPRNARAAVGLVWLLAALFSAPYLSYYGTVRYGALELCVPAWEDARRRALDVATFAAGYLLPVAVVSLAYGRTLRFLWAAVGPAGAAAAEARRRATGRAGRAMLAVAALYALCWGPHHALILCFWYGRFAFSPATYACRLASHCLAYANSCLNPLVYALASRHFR
FID counter: fluorescent intercalator displacement, NS3 helicase counter-screen | DNA fluorescent intercalator displacement, fluorescence | 290,000 compounds, 0.17% hits | inhibition, % at 7.9 µM | AID 1845; in the data active means inhibition above about 37%;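 further: 0% = vehicle and 100% = reference compound; higher means more ethidium bromide displaced from hairpin DNA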
CRFBP-R2 agonist: CRF-BP/CRF-R2 complex agonism; 350,000 compounds, 0.46% hits; activation, % at 13.2 µM; HEK293 CRF-R2/CRF-BP, calcium dye fluorescence (FLIPR); percent of saturating CRF peptide response; AID 588473;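 active means activation of at least 50%, plus an integration ratio under a set limit after plate pattern correction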;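 further: plate controls were neutral control wells without compound for no effect and CRF at EC100 for full effect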
MEKK2mut PB1 HTS: signal of MEK5 binding to mutant human MEKK2 PB1 domain; bead flow cytometry, Alexa488-MEK5 binding to MEKK2 mutant; percent response, % at 10 µM; 290,000 compounds, 0.35% hits; in the data active means percent response above about 24%, passing the limit was not always enough; further: inactives centre near 1; some results filed as inactive read as strong as hits
HCV NS3 hel inh: inhibitors of Hepatitis C virus NS3 helicase | inhibition, % at 10.9 µM | 290,000 compounds, 0.56% hits | NS3 helicase DNA unwinding, Cy5 molecular beacon fluorescence | AID 1800;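 active means inhibition above the mean of all tested compounds plus 3 SD, set per campaign, cut at about 35% in these data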;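 further: 0% = DMSO wells and 100% = thioflavine S control wells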
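assay system = NS3 helicase fragment of HCV | buffer or medium = MOPS pH 6.5, MgCl2, DTT, Tween20, BSA | timing = 60 min unwinding reaction at 25 °C after ATP addition | signal = Cy5 beacon fluorescence read at start and 1 h | read-out basis = % inhibition of unwinding | control set = low DMSO, high thioflavine S at 110 µM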
MEKK2 WT-MEK5: raises or lowers MEK5 binding to wildtype human MEKK2 PB1 domain | Q9Y2U5 | bead flow cytometry, Alexa488-MEK5 binding to MEKK2 WT; actives lie on both sides | binding response (% of control), % at 10 µM | 290,000 compounds, 1.1% hits; in the data active means binding response below about 67% or above about 130%
UBC9 SUMO inh: blocks human SUMOylation mediated by UBC9 | P63279 | 290,000 compounds, 0.36% hits | inhibition, % at 35 µM | HTRF SUMOylation assay, SAE1/SAE2 + UBC9, in vitro | AID 2006; in the data active means inhibition above about 50%, passing the limit was not always enough; further: strong numbers were not always called active
Target sequence (P63279 whole entry, looked up): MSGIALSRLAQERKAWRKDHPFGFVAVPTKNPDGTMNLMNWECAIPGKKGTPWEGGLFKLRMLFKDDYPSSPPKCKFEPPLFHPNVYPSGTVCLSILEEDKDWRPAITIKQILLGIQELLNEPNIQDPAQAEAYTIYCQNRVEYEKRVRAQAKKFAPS
CRFR2-BP antag: antagonists of CRF-binding protein/CRF-R2 receptor complex. HEK293 CRF-R2/CRF-BP, CRF-induced calcium fluorescence. AID 588475. inhibition, % at 11.8 µM. 350,000 compounds, 0.59% hits;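 active means inhibition of the ligand-induced calcium signal above about 50% at the single tested concentration, limit read from the data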
The depositor's hits bear a star; . = no result given; & = joins results of further samples; [ ] = dose if it differs, or a comment.

SMILES | MEKK3 PB1 HTS | GalR3 antag | FID counter | CRFBP-R2 agonist | MEKK2mut PB1 HTS | HCV NS3 hel inh | MEKK2 WT-MEK5 | UBC9 SUMO inh | CRFR2-BP antag
Cc1ccc(NC(=O)NCCN2CCN(C(=O)Nc3ccc(C)cc3)CC2)cc1 | 100 | -5 | 3 | -2.2 | -3 | -11 | 97 | -19 | -1
Cc1ccc(NC(=O)NCc2ccccn2)cc1 | 96 | 0 | -4 | 2.6 | -3 | 15 | 97 | 10 | -9
CN(C(=O)c1ccc(=O)[nH]c1)C1(C(=O)NC2CCCCC2)CCCCC1 | 108 | 0 | -7 | -0.8 | 11 | 2 | 110 | 12 | -4
NS(=O)(=O)c1ccc(CCNC(=O)c2ccccc2F)cc1 | 92 | 1 | 0 | -3.0 | -5 | -5 | 94 | 18 | 35
Cc1ccc(Cl)cc1NS(=O)(=O)c1ccc2c(c1)NC(=O)C(C)C(=O)N2 (centres undefined) | 99 | . | -15 | 2.4 | -3 | -1 | 101 | 0 | -6
O=c1c(/C=C(\O)c2ccc(F)cc2)nc2ccccc2n1-c1ccccc1 | 83 | -2 | -7 | 163* | 1 | 3 | 45*[inhibitor] | 16 | -118
COc1ccc(-n2cc(CNC3CCN(C)CC3)c(-c3cccc(F)c3)n2)cc1 | 108 | -5 | 42* | 0.7 | 49 | -68 | 169* | 3 | -17
O=C(NCCNC(=O)C(c1ccccc1)c1ccccc1)c1ccco1 | 97 | -3 | -6 | 0.9 | -1 | 3 | 100 | -9 | 2
Cn1ccnc1SCC(=O)NC12CC3CC(CC(C3)C1)C2 | 98 | -10 | 0 | 1.3 | -6 | -1 | 97 | -2 | -3
COc1ccc(NC(=O)C(=O)N2N=C3CCCCC3C2(O)C(F)(F)F)cc1 (centres undefined) | 102 | -11 | -5 | 0.6 | -7 | 1 | 91 | -5 | -4
CCc1nnc(NS(=O)(=O)c2ccc(NC(=S)NC(=O)c3ccc(OC)c(OC)c3)cc2)s1 | 95 | -6 | -36 | 1.6 | -1 | 31 | 98 | 19 | 20
COc1ccccc1OCCC(=O)OCC(=O)NCc1ccccc1 | 100 | 4 | -9 | -1.1 | 7 | 3 | 122 | 11 | 22
COc1ccc(C2(C(=O)NC(C)C)CCCC2)cc1OC | 95 | -5 | -5 | 1.2 | -4 | 3 | 100 | 20 | -6
CC(C)(C)n1nnnc1C(c1cccnc1)N(Cc1ccccc1)Cc1cccs1 (centres undefined) | 2.0*[inhibitor] | -9 | -3 | 1.2 | -21 | -10 | 2.0*[inhibitor] | -20 | -1
CN1CCS/C1=C\C=C1/SC(=S)N(CC(=O)O)C1=O | 112 | -6 | 11 | 107* | 0 | 8 | 101 | -3 | -76
NC(=O)c1nsc(C(=O)N(Cc2ccccc2Cl)C(C(=O)NCC2CCCO2)c2ccc(O)cc2)c1N (centres undefined) | 94 | -5 | -27 | 0.3 | -4 | -12 | 92 | 0 | -16
CCCNC(=S)N1CCN(Cc2ccc3c(c2)OCO3)CC1 | 104 | -4 | 3 | -0.4 | -9 | 55* | 99 | -16 | -13
COc1ccc(OC)c(NC(=O)C(CCSC)NS(=O)(=O)c2cccs2)c1 (centres undefined) | 97 | -10 | -21 | -0.2 | -5 | 15 | 99 | 1 | 0
Cc1ccc(SCC(=O)NC2CCS(=O)(=O)C2)cc1 (centres undefined) | 98 | -3 | -4 | 0.6 | 1 | 5 | 99 | 20 | 19
CCS(=O)(=O)N1Cc2ccccc2CC1C(=O)N1CCN(c2cccc(C)c2C)CC1 (centres undefined) | 93 | -5 | -23 | -0.6 | -3 | -7 | 93 | 23 | 17
COc1cc2c(C(=O)NCc3ccc(C)o3)cn(CC(C)C)c(=O)c2cc1OC | 112 | -2 | -26 | 0.1 | 5 | -1 | 115 | -4 | 1
CCCOC(=O)C1C2C=CC3(CN(c4ccc(Cl)c(F)c4)C(=O)C13)O2 (centres undefined) | 99 | -3 | -4 | -4.5 | 2 | 1 | 98 | -1 | 17
CCC(C)(C)NC(=O)C(c1ccc(OC)cc1)N(C(=O)CCC(=O)Nc1cc(C)on1)c1ccc2c(c1)OCO2 (centres undefined) | 102 | -10 | -52 | -1.0 | 3 | 0 | 102 | -11 | -4
O=C(CN1CCN(c2ccccc2)CC1)c1ccc2cc[nH]c2c1 | 105 | . | -2 | 0.3 | 8 | 0 | 110 | 6 | 12
COc1ccc(-c2nn(-c3ccccc3)cc2/C=C2/SC(=S)N(CCC(=O)O)C2=O)c(C)c1 | 111 | -7 | -13 | -0.9 | 7 | -29 | 105 | 49 | 52*
CC[C@@]12C(=O)N(c3cccc(C)c3)C(=O)N1[C@H](c1ccc(OC)cc1)[C@@H]1C(=O)N(C(C)(C)C)C(=O)[C@@H]12 | 102 | . | -43 | -1.0 | 0 | -19 | 99 | -14 | 5
COc1ccc(C(=O)Nc2c(N)nc(SCC(=O)N3CCCCCC3)[nH]c2=O)cc1OC | 108 | . | 3 | -3.9 | 8 | -5 | 110 | -28 | -7
O=C(Cc1cc(=O)[nH][nH]1)N/N=C/C(Cl)=C/c1ccccc1 | 101&95 | -7&-4 | -8&-16 | -1.1&1.8 | 2&-2 | 18&33 | 99&98 | -8&8 | 0&-10
O=C(Nc1ccc(C(=O)O)cc1)/C(=C\c1ccco1)NC(=O)c1ccccc1 | 99 | -3 | -9 | 0.3 | -2 | 13 | 96 | 15 | 7
CCN(CC)C(=O)COC(=O)c1cc(-c2ccco2)nc2ccccc12 | 100 | 0 | -23 | -6.5 | -2 | 44* | 94 | 41 | 11

In the list so far, these contain fluorine:
SMILES | MEKK3 PB1 HTS | GalR3 antag | FID counter | CRFBP-R2 agonist | MEKK2mut PB1 HTS | HCV NS3 hel inh | MEKK2 WT-MEK5 | UBC9 SUMO inh | CRFR2-BP antag
NS(=O)(=O)c1ccc(CCNC(=O)c2ccccc2F)cc1 | 92 | 1 | 0 | -3.0 | -5 | -5 | 94 | 18 | 35
O=c1c(/C=C(\O)c2ccc(F)cc2)nc2ccccc2n1-c1ccccc1 | 83 | -2 | -7 | 163* | 1 | 3 | 45*[inhibitor] | 16 | -118
COc1ccc(-n2cc(CNC3CCN(C)CC3)c(-c3cccc(F)c3)n2)cc1 | 108 | -5 | 42* | 0.7 | 49 | -68 | 169* | 3 | -17
COc1ccc(NC(=O)C(=O)N2N=C3CCCCC3C2(O)C(F)(F)F)cc1 (centres undefined) | 102 | -11 | -5 | 0.6 | -7 | 1 | 91 | -5 | -4
CCCOC(=O)C1C2C=CC3(CN(c4ccc(Cl)c(F)c4)C(=O)C13)O2 (centres undefined) | 99 | -3 | -4 | -4.5 | 2 | 1 | 98 | -1 | 17

Remaining list, next part
SMILES | MEKK3 PB1 HTS | GalR3 antag | FID counter | CRFBP-R2 agonist | MEKK2mut PB1 HTS | HCV NS3 hel inh | MEKK2 WT-MEK5 | UBC9 SUMO inh | CRFR2-BP antag
CCOC(=O)c1ccc(N=CC2=C(O)CC(C)(C)CC2=O)cc1 | 105 | 6 | -2 | -1.6 | 7 | 4 | 106 | 6 | -3
COc1ccc(NC(=O)CSc2nnc(CC(=O)Nc3ccc(F)cc3)n2C)cc1 | 101 | 3 | -13 | -0.5 | -2 | -11 | 98 | 13 | -37
NC1=NC[C@H](c2ccccc2)N1CCCCC1CCCCC1 | 111 | 3 | . | 1.0 | 11 | . | 146* | 18 | -31
COc1ccc(S(=O)(=O)N=Nc2c(O)[nH]c3ccccc23)cc1 | 110 | -5 | -5 | 0.9 | -1 | -5 | 106 | 8 | 2
Cc1cc(=O)[nH]c(SCc2cn3ccccc3n2)n1 | 101 | -1 | 12 | -0.1 | -1 | 8 | 100 | -15 | 16
Cc1nnc(SCC(=O)NNC(=O)c2ccco2)n1-c1cccc(Cl)c1 | 107 | -1 | 2 | -0.1 | 0 | 7 | 110 | 17 | 0
COC(=O)CSc1nc(C)c2ccc(OC)cc2n1 | 95 | -2 | -11 | 5.2 | 3 | 0 | 105 | -2 | -69
CCN(Cc1ccccc1)C(=O)c1cc2cc(OC)c(OC)cc2[nH]1 | 101 | -13 | -29 | -0.1 | 1 | -6 | 104 | -7 | 20
CC(=O)Nc1ccc2c(c1)ncn2-c1ccc(C)cc1 | 95 | 0 | -9 | -2.2 | -2 | -6 | 97 | 8 | 11
COc1ccc(C(=O)NC2CC3CCCC(C2)N3CC(C)C)cc1OC (centres undefined) | 99 | -1 | 4 | -1.7 | 2 | 3 | 102 | 11 | 3
COc1ccc2c(c1)c1c3n2CCN(C)C3=NCC1 | 90 | -4 | 0 | 3.0 | -1 | 3 | 93 | 40 | -5
COc1ccc(C(=O)NCC(=O)NCC(=O)OCC(=O)C(C)(C)C)cc1 | 106 | 0 | -2 | -0.8 | 0 | 7 | 110 | 5 | 11
c1ccc(SCc2nc(-c3cccnc3)no2)cc1 | 95 | -3 | -8 | -1.0 | 4 | 7 | 102 | -3 | 17
O=C(NCC(=O)N1CCCC1)c1ccc(Cl)cc1 | 95 | -3 | -5 | 6.8 | 0 | 0 | 97 | 4 | -1
CCOC(=O)c1c(S(=O)(=O)Nc2cccc(Cl)c2)c(C)n(C)c1C | 99 | -7 | -28 | -1.2 | 0 | 8 | 96 | -3 | 2
COc1cccc(-c2nc(CS(=O)(=O)CC(=O)NCCCc3ccccc3)c(C)o2)c1 | 102 | -1 | -55 | -1.3 | 2 | 6 | 102 | 16 | -17
CCOc1ccc(-c2nc(N)ncc2-c2ccccc2OC)c(O)c1 | 100 | 0 | -27 | -0.4 | -2 | -5 | 101 | 7 | -15
CCOc1cc(N2CCOCC2)c(OCC)cc1NC(=O)CN1C(=O)NC(C)(C2CC2)C1=O (centres undefined) | 105 | -4 | -14 | -2.4 | 8 | 2 | 106 | -11 | -21
CCN(CC)S(=O)(=O)c1ccc2oc(SCC(=O)NC3CC3)nc2c1 | 101 | 4 | -18 | 0.1 | 1 | -3 | 102 | -9 | 7
CC(=O)Nc1ccc(S(=O)(=O)NCC2CCC(C(=O)N3CC(C)CC(C)C3)CC2)cc1 (centres undefined) | 104 | -11 | -45 | 2.0 | 3 | -4 | 105 | 16 | -3
COc1cc(CNC(C)c2ccccc2)cc(Cl)c1OCC(=O)Nc1ccccc1 (centres undefined) | 100 | -10 | 25 | 7.6 | 10 | -65 | 125 | -16 | -43
O=C(Cn1nc(-c2ccc(Cl)cc2)ccc1=O)NCC1CCCO1 (centres undefined) | 110 | 0 | -7 | 0.1 | 1 | 5 | 109 | 4 | 20
CCCS(=O)(=O)N1CCCC(C(=O)NCCN2CCCCC2C)C1 (centres undefined) | 104 | -1 | -2 | 2.7 | 12 | 10 | 102 | 29 | 12
Cc1ccc(C(=O)NNC(=O)CSc2nnc(-c3ccncc3)n2-c2ccc(C)cc2)cc1 | 100 | -5 | -27 | . | -1 | 5 | 92 | 1 | .
CCCCN(c1ccccc1)S(=O)(=O)c1cccc(C(=O)O)c1 | 101 | -3 | -35 | -4.6 | -3 | 12 | 93 | 9 | 11

Retrieved by compound from above:
SMILES | MEKK3 PB1 HTS | GalR3 antag | FID counter | CRFBP-R2 agonist | MEKK2mut PB1 HTS | HCV NS3 hel inh | MEKK2 WT-MEK5 | UBC9 SUMO inh | CRFR2-BP antag
CCc1nnc(NS(=O)(=O)c2ccc(NC(=S)NC(=O)c3ccc(OC)c(OC)c3)cc2)s1 | 95 | -6 | -36 | 1.6 | -1 | 31 | 98 | 19 | 20
CC(=O)Nc1ccc(S(=O)(=O)NCC2CCC(C(=O)N3CC(C)CC(C)C3)CC2)cc1 (centres undefined) | 104 | -11 | -45 | 2.0 | 3 | -4 | 105 | 16 | -3

These rows are one share of the data; count on the stated rates, not on these rows.
